GRK2 inh: inhibitors of human GRK2 displacing RNA aptamer; P25098; inhibition of aptamer binding, % at 10 µM; hit rate 0.59% among 330,000; bead flow cytometry, FAM-aptamer displacement from GRK2;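 active means inhibition of aptamer binding above 40%, roughly 3 SD of noise, on plates passing a quality check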;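 further: median bead fluorescence of bound FAM aptamer so fluorescent compounds give negative values; no value below 0 was filed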
Target sequence (P25098 whole entry, looked up): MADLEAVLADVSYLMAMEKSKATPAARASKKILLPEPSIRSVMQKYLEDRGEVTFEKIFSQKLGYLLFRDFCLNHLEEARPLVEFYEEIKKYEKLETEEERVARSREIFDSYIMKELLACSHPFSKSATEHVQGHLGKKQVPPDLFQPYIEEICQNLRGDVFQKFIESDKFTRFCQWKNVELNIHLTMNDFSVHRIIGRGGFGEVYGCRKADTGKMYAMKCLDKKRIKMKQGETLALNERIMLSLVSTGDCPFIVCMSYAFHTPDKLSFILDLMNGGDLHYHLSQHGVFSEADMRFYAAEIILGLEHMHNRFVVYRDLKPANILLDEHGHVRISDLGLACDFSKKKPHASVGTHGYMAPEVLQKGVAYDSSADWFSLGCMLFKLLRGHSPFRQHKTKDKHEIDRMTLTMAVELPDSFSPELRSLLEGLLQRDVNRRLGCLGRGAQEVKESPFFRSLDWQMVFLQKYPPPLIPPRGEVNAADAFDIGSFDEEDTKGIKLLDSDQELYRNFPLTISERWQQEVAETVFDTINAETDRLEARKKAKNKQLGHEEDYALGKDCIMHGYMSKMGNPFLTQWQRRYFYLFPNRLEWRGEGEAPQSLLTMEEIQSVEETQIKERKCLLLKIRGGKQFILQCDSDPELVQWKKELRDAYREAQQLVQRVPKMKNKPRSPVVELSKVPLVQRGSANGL
Efflux pump inh: blocks antifungal efflux pumps in multiplex yeast assay; hit rate 0.44% among 330,000; inhibition, % at 10 µM; S. cerevisiae Candida pump triplex, Nile Red efflux; AID 485275;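 active means plate passing quality check with inhibition over a set limit, or well fluorescence over plate mean plus 4 SD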;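 further: Nile Red retained in pooled yeast measured as flow cytometry median fluorescence; 0% = buffer negative control and 100% = Enniatin B positive control; higher means more Nile Red kept so more efflux inhibition; some compounds called inactive have numbers as strong as hits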
Numbers without * were called inactive. Not all compounds are listed; rates above refer to the full screens.

Below each SMILES – GRK2 inh | Efflux pump inh
1) CC[C@]12c3[nH]c4ccc(OC)cc4c3CCN1C(=O)C(CC(=O)NCCCn1ccnc1)C[C@@H]2C(=O)N1CCN(C(=O)c2ccco2)CC1 (stereo not given in full)
    0.0 | -0.2
2) O=C(C[C@H]1C[C@H](C(=O)N2CCCCC2)[C@@]2(CCc3ccccc3)c3[nH]c4cc(-c5ccco5)ccc4c3CCN2C1=O)NCCC1=CCCCC1
    3.0 | 0.7
3) CCCN=C1N(C)C[C@@H]2[C@@H]3C(=O)N(Cc4ccccc4)C(=O)[C@@H]3[C@](Cc3ccccc3)(C(=O)OC)N12
    0.0 | 0.3
4) Cc1ccc(S(=O)(=O)N2C[C@@H]3[C@H]4CC[C@H](C4)[C@@H]3[C@@H](C)[C@@H]2c2ccn([Si](C(C)C)(C(C)C)C(C)C)c2)cc1
    1.0 | -0.2
5) CC[C@]1(C(=O)OC)[C@H]2C(=O)N(C)C(=O)[C@H]2[C@H]2CN=C(SCC3CC3)N21
    3.0 | 0.6
6) COC(=O)[C@H](C)N1C/C=C\COc2c(Cl)cc(Cl)cc2S1(=O)=O
    1.0 | -0.3
7) N#Cc1ccccc1S(=O)(=O)N1CCNS(=O)(=O)c2ccccc21
    0.0 | -0.1
8) COc1cc(OC)cc(-c2sc3ccc(OC)cc3c2-c2ccc(OCCN3CCOCC3)cc2)c1
    6.0 | 159.9*
9) CCOC(=O)C1=CN(Cc2cccc(F)c2)S(=O)(=O)NC1c1ccc(F)c(Cl)c1 (stereo not given)
    2.0 | -0.4
10) CCN1C(=O)[C@H]2[C@H]3CN=C(SCc4ccccc4)N3[C@@](Cc3ccccc3)(C(=O)OC)[C@H]2C1=O
    2.0 | 0.2
11) CC(C)=CCC/C(C)=C/CNC(=O)C[C@H]1C[C@H](C(=O)N2CCOCC2)[C@@]2(C)c3[nH]c4cc(-c5ccco5)ccc4c3CCN2C1=O
    2.0 | 1.0
12) CCCN=C1N(C)C[C@@H]2[C@@H]3C(=O)N(Cc4ccccc4)C(=O)[C@@H]3[C@](C)(C(=O)OC)N12
    0.0 | -0.1
13) CCN1C[C@@H]2[C@@H]3C(=O)N(Cc4ccccc4)C(=O)[C@@H]3[C@](CC)(C(=O)OC)N2C1=NC1CCCCC1
    20.0 | 0.2
14) CC[C@]12c3[nH]c4cc(CCC(=O)N(C)C)ccc4c3CCN1C(=O)[C@@H](CC(=O)NCc1ccc(OC)c(OC)c1)C[C@@H]2C(=O)N1CCN(C(=O)C2CC2)CC1
    2.0 | -0.3
15) Cc1ccc(C(C)C)c2oc(=O)cc(-c3ccc(-c4ccc(C(F)(F)F)cc4)cc3)c12
    1.0 | 0.2
16) O=C(Cc1ccccc1)N[C@@H]1c2ccccc2CC[C@@H]1OCc1ccccc1
    0.0 | -0.2
17) COc1ccc2[nH]c3c(c2c1)CCN1C(=O)C(CC(=O)NCc2cccc(C(F)(F)F)c2)C[C@H](C(=O)N2CCOCC2)[C@@]31C (stereo not given in full)
    0.0 | 0.3
18) O=C(C[C@H]1C[C@H](C(=O)N2CCCCC2)[C@@]2(CCc3ccccc3)c3[nH]c4cc(-c5ccco5)ccc4c3CCN2C1=O)NCc1ccco1
    0.0 | 0.0
19) CC[C@]12c3[nH]c4cc(CCC(=O)N(C)C)ccc4c3CCN1C(=O)[C@@H](CC(=O)NCCC1=CCCCC1)C[C@@H]2C(=O)N1CCN(C(=O)C2CC2)CC1
    2.0 | -0.2
20) CCOC(=O)C1=CN(Cc2cccc(F)c2)S(=O)(=O)N(C)C1c1ccccc1 (stereo not given)
    0.0 | -0.1
21) Cc1ccc(S(=O)(=O)N2CCCN(S(=O)(=O)c3ccccc3Br)CC2)cc1
    0.0 | 0.1
22) COc1cc(OC)c2c(-c3cccc(-c4cccc(C)c4)c3)cc(=O)oc2c1
    1.0 | -0.4
23) CC(C)(O)C#Cc1ccc(CNC[C@H]2O[C@@H](n3cnc4c(N)ncnc43)[C@H](O)[C@@H]2O)s1
    4.0 | -0.2
24) CC(C)[C@H]1COCCS(=O)(=O)N1Cc1ccccc1-c1ccc(F)cc1
    0.0 | -0.1
25) Cc1ccc(NC(=O)c2ncn(CC(=O)NCc3ccc4[nH]ccc4c3)n2)cc1C
    1.0 | 0.5
26) Cc1cc2oc(=O)cc(-c3ccccc3)c2c(C)c1-c1ccc(O)cc1
    2.0 | 0.0
27) COc1cc2c(c(OC)c1OC)C(c1ccccc1C)CC(=O)O2 (stereo not given)
    1.0 | -0.1
28) CC[C@]12c3[nH]c4ccc(OC)cc4c3CCN1C(=O)C(CC(=O)NCc1ccco1)C[C@@H]2C(=O)N1CCN(C(=O)C2CC2)CC1 (stereo not given in full)
    0.0 | -0.3
29) COc1cc2c(cc1OC)[C@@H](NC(=O)CCc1ccccc1)[C@H](O)C2
    0.0 | -0.1
30) C/C=C/C(=O)N[C@@H]1c2ccccc2CC[C@@H]1OCc1ccccc1
    7.0 | -0.2
31) O=C(Cn1cnc2c(NCc3ccccc3)ncnc21)NCc1ccccc1
    0.0 | -0.1
32) CCN([C@H](CO)CC(C)C)S(=O)(=O)c1ccccc1
    0.0 | 0.1
33) COc1ccc(-c2noc(CCC(=O)N3CCN(c4ccccc4Cl)CC3)n2)cc1
    15.0 | -0.2
34) C[C@@H]1C(c2cccc(Cl)c2)=NN(c2ccccc2)[C@H]1C(=O)N1CCOC1=O
    1.0 | 0.0
35) COc1ccc(C(CCN2CCOCC2)c2c(OC)cc(OC)c3ccc(=O)oc23)cc1 (stereo not given)
    0.0 | 0.1
36) CC[C@]12c3[nH]c4cc(-c5ccco5)ccc4c3CCN1C(=O)[C@@H](CC(=O)NCc1cccc(C(F)(F)F)c1)C[C@@H]2C(=O)N1CCN(C(=O)C2CC2)CC1
    0.0 | 0.5
37) CC[C@]12c3[nH]c4ccc(Cl)cc4c3CCN1C(=O)[C@@H](CC(=O)NCC13CC4CC(CC(C4)C1)C3)C[C@@H]2C(=O)N1CCN(C(=O)c2ccco2)CC1
    4.0 | 0.5
38) COc1cc2c(cc1OC)[C@@H](NC(=O)c1ccc(C(F)(F)F)cc1)[C@H](OCc1ccccc1)C2
    0.0 | 0.2
39) NS(=O)(=O)c1ccc(N2N=C(c3ccccc3)CC2c2cccc(Br)c2)cc1 (stereo not given)
    3.0 | 1.0
40) CCCCCC1C(=O)C[C@@H]2CCN3C(=O)CCC[C@H]1[C@H]23 (stereo not given in full)
    1.0 | -0.1
41) CC(C)(C)OC(=O)N[C@H]1C=C[C@@H](OC(=O)CC(=O)OCC(F)(F)F)C1
    1.0 | 0.1
42) O=S1(=O)N=C(c2ccccc2)C=C(c2ccccc2)N1
    7.0 | 0.2
43) CCCCCCC(NC(=O)Cc1ccc2ccccc2c1)C(=O)O (stereo not given)
    0.0 | -0.1
44) COc1ccc(C2CC(=O)Oc3cc(OC)c(OC)c(OC)c32)cc1 (stereo not given)
    9.0 | -0.1
45) CCCCC1=C(C(=O)OCC)C(C(=O)OCC)Oc2ccccc21 (stereo not given)
    0.0 | -0.1
46) C=CCNc1ccccc1S(=O)(=O)NCc1ccccc1
    0.0 | 0.1
47) CCCCCCN(C(=O)CCCN1C(=O)NC(c2ccc(-c3ccccc3)cc2)C(C(=O)OCc2ccccc2)=C1C)C(C)C(=O)NCCCC (stereo not given)
    0.0 | 0.7
48) CN(C)C(=O)CCc1ccc2c3c([nH]c2c1)[C@]1(C)[C@@H](C(=O)N2CCCCC2)C[C@H](CC(=O)NCc2ccco2)C(=O)N1CC3
    0.0 | -0.1
49) CC[C@]1(C(=O)OC)[C@H]2C(=O)N(Cc3ccccc3)C(=O)[C@H]2[C@H]2CN=C(SCc3ccc(C#N)cc3)N21
    0.0 | 0.0
50) CN=C1N(C)C[C@@H]2[C@@H]3C(=O)N(C)C(=O)[C@@H]3[C@](C)(C(=O)OC)N12
    1.0 | -0.4
51) CC[C@@H]1C(c2cccc(Cl)c2)=NN(c2ccc(Br)cc2)[C@H]1C(=O)N1CCOC1=O
    3.0 | 0.2
52) O=C(C[C@H]1C[C@H](C(=O)N2CCCCC2)[C@@]2(CCc3ccccc3)c3[nH]c4cc(-c5ccco5)ccc4c3CCN2C1=O)NCc1cccc(C(F)(F)F)c1
    0.0 | 0.0
53) COc1cc2c(cc1OC)[C@@H](NC(=O)CCc1ccccc1)[C@H](OCc1ccccc1)C2
    8.0 | -0.1
54) COc1ccc2[nH]c3c(c2c1)CCN1C(=O)C(CC(=O)NC/C=C(\C)CCC=C(C)C)C[C@H](C(=O)N2CCCCC2)[C@@]31C (stereo not given in full)
    0.0 | 0.0
55) CC[C@]1(C(=O)OC)[C@H]2C(=O)N(Cc3ccccc3)C(=O)[C@H]2[C@H]2CN=C(SC)N21
    3.0 | -0.2
56) COC(=O)[C@H](CC(C)C)N1Cc2cc(OC)cc(OC)c2-c2ccccc2S1(=O)=O
    2.0 | 0.4
57) CN(C)C(=O)CCc1ccc2c3c([nH]c2c1)[C@]1(C)[C@@H](C(=O)N2CCOCC2)C[C@H](CC(=O)NCc2ccco2)C(=O)N1CC3
    0.0 | -0.4
58) O=C(COc1ccccc1)N[C@@H]1c2ccccc2CC[C@@H]1OCc1ccccc1
    0.0 | -0.3
59) CC(C)(C)c1ccc2oc(=O)cc(-c3cccc(-c4ccc(C(F)(F)F)cc4)c3)c2c1
    0.0 | 0.0
60) CN(C)CCCNC(=O)C[C@H]1C[C@H](C(=O)N2CCOCC2)[C@@]2(C)c3[nH]c4cc(CCC(=O)N(C)C)ccc4c3CCN2C1=O
    0.0 | 0.4

17 compounds already listed, sorted by length of the SMILES, ascending.
Below each SMILES – GRK2 inh | Efflux pump inh
46) C=CCNc1ccccc1S(=O)(=O)NCc1ccccc1
    0.0 | 0.1
43) CCCCCCC(NC(=O)Cc1ccc2ccccc2c1)C(=O)O (stereo not given)
    0.0 | -0.1
45) CCCCC1=C(C(=O)OCC)C(C(=O)OCC)Oc2ccccc21 (stereo not given)
    0.0 | -0.1
31) O=C(Cn1cnc2c(NCc3ccccc3)ncnc21)NCc1ccccc1
    0.0 | -0.1
44) COc1ccc(C2CC(=O)Oc3cc(OC)c(OC)c(OC)c32)cc1 (stereo not given)
    9.0 | -0.1
40) CCCCCC1C(=O)C[C@@H]2CCN3C(=O)CCC[C@H]1[C@H]23 (stereo not given in full)
    1.0 | -0.1
39) NS(=O)(=O)c1ccc(N2N=C(c3ccccc3)CC2c2cccc(Br)c2)cc1 (stereo not given)
    3.0 | 1.0
35) COc1ccc(C(CCN2CCOCC2)c2c(OC)cc(OC)c3ccc(=O)oc23)cc1 (stereo not given)
    0.0 | 0.1
34) C[C@@H]1C(c2cccc(Cl)c2)=NN(c2ccccc2)[C@H]1C(=O)N1CCOC1=O
    1.0 | 0.0
59) CC(C)(C)c1ccc2oc(=O)cc(-c3cccc(-c4ccc(C(F)(F)F)cc4)c3)c2c1
    0.0 | 0.0
51) CC[C@@H]1C(c2cccc(Cl)c2)=NN(c2ccc(Br)cc2)[C@H]1C(=O)N1CCOC1=O
    3.0 | 0.2
50) CN=C1N(C)C[C@@H]2[C@@H]3C(=O)N(C)C(=O)[C@@H]3[C@](C)(C(=O)OC)N12
    1.0 | -0.4
49) CC[C@]1(C(=O)OC)[C@H]2C(=O)N(Cc3ccccc3)C(=O)[C@H]2[C@H]2CN=C(SCc3ccc(C#N)cc3)N21
    0.0 | 0.0
47) CCCCCCN(C(=O)CCCN1C(=O)NC(c2ccc(-c3ccccc3)cc2)C(C(=O)OCc2ccccc2)=C1C)C(C)C(=O)NCCCC (stereo not given)
    0.0 | 0.7
54) COc1ccc2[nH]c3c(c2c1)CCN1C(=O)C(CC(=O)NC/C=C(\C)CCC=C(C)C)C[C@H](C(=O)N2CCCCC2)[C@@]31C (stereo not given in full)
    0.0 | 0.0
48) CN(C)C(=O)CCc1ccc2c3c([nH]c2c1)[C@]1(C)[C@@H](C(=O)N2CCCCC2)C[C@H](CC(=O)NCc2ccco2)C(=O)N1CC3
    0.0 | -0.1
36) CC[C@]12c3[nH]c4cc(-c5ccco5)ccc4c3CCN1C(=O)[C@@H](CC(=O)NCc1cccc(C(F)(F)F)c1)C[C@@H]2C(=O)N1CCN(C(=O)C2CC2)CC1
    0.0 | 0.5

Remaining list, next part.
Below each SMILES – GRK2 inh | Efflux pump inh
61) C[C@@H]1C(c2ccc(F)cc2)=NN(c2ccccc2)[C@H]1C(=O)N1CCOC1=O
    0.0 | -0.1
62) CC(C)=CCC/C(C)=C/CNC(=O)C[C@H]1C[C@H](C(=O)N2CCCCC2)[C@@]2(CCc3ccccc3)c3[nH]c4cc(-c5ccco5)ccc4c3CCN2C1=O
    0.0 | 0.6
63) CCOC(=O)C1=CNS(=O)(=O)NC1c1ccc(C[C@H](NC(=O)CNC(=O)CCc2ccccc2)C(N)=O)cc1 (stereo not given in full)
    4.0 | -0.3
64) Cc1ccc(C)c(N2CCN(C(=O)CCc3nc(-c4cccc(Br)c4)no3)CC2)c1
    0.0 | -0.4
65) O=C1[C@H](Oc2ccccc2)[C@@H](c2ccncc2)N1c1ccncc1
    0.0 | 0.2
66) CC[C@]12c3[nH]c4cc(CCC(=O)N(C)C)ccc4c3CCN1C(=O)[C@@H](CC(=O)NCc1cccc(C(F)(F)F)c1)C[C@@H]2C(=O)N1CCN(C(=O)c2ccco2)CC1
    0.0 | 0.2
67) COc1ccc(-c2ccc(-c3cc(=O)oc4cc(OC)c(OC)c(OC)c34)cc2)cc1F
    0.0 | -0.3
68) CC(C)[C@H]1COCCS(=O)(=O)N1Cc1ccccc1-c1cccc(Cl)c1
    0.0 | -0.3
69) COc1ccc2[nH]c3c(c2c1)CCN1C(=O)C(CC(=O)NC(C)(C)C)C[C@H](C(=O)N(C(C)C)C(C)C)[C@@]31C (stereo not given in full)
    2.0 | 0.0
70) COc1ccc2[nH]c3c(c2c1)CCN1C(=O)C(CC(=O)NCCN2CCOCC2)C[C@H](C(=O)N(C(C)C)C(C)C)[C@@]31C (stereo not given in full)
    0.0 | 0.3
71) O=C1OCCN1C(=O)[C@H]1[C@H](c2ccc(Cl)cc2)C(c2ccccc2)=NN1c1ccccc1
    1.0 | 0.2
